Screening results as filed in PubChem.
EPAC2 antag: EPAC2 (human) antagonism; Potency, µM (doses to about 114 µM), for inactives: at the top dose activity, negative = inhibition, most hits filed as inhibitors; Q8WZA2; EPAC2 GEF exchange of Rap1B-BODIPY-GDP, fluorescence; 0.18% of 360,000 active; note: potency is the fitted concentration of half-maximal effect; % is set by controls: 0 for no effect and ±100 for the full control effect; nearly all actives have a fitted effect of over 45% in size; many of its hits are not listed in these tables
CCT modulator: modulators of cytosolic chaperonin (CCT/TRiC) activity; AID 651819; 0.3% of 360,000 active; purified chaperonin ATPase assay, HTRF ADP detection, 30 min; activity change, % (no concentration beside the values), hits read low; in the data active = activity change below about -30%; note: % is set by controls: 0 for no effect and ±100 for the full control effect
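First, chaperonin was dispensed at 40 nM or 20 nM final depending on batch activity. Next, compounds were pinned at 76 uM and ATP added at 10 uM. After 30 min at 37 °C, ADP detection reagents ran 30 min at ambient temperature.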
PLK1 PBD block: PLK1 (human) polo-box domain binding inhibition | Potency, µM, for inactives: max response, negative = inhibition, usual class: inhibitors | AID 720504 | P53350 | Plk1 PBD binding of FITC phosphopeptide, fluorescence polarization | 2.8% of 360,000 active; note: potency is the fitted concentration of half-maximal effect; series mostly up to about 57 µM; % is set by controls: 0 for no effect and ±100 for the full control effect; nearly all actives have a fitted effect of over 65% in size
Target sequence (P53350 whole entry, looked up, the tested form may be a part): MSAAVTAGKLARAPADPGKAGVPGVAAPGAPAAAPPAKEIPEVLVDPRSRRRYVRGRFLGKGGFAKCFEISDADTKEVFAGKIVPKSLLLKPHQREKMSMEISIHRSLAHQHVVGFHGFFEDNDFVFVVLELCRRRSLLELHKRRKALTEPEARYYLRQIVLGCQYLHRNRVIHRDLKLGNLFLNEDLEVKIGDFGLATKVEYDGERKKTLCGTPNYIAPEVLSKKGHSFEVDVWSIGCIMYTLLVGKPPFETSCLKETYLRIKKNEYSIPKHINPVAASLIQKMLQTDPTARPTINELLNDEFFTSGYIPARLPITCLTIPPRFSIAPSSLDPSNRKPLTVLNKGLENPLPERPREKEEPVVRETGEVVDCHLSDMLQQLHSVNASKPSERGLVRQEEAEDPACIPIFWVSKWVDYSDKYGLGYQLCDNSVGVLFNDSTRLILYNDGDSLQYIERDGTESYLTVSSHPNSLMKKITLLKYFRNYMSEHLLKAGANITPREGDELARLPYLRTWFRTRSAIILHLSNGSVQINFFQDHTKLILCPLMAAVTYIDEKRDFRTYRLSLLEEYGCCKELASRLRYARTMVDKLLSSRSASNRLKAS
EPAC1 antag: EPAC1 (human) antagonism | 0.14% of 360,000 active | Potency, µM (series often up to 115 µM), for the others: at the top dose activity change, negative = inhibition, most hits filed as inhibitors | O95398 | EPAC1 GEF assay, Rap1b-BODIPY-GDP exchange fluorescence;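 note: potency is the fitted concentration of half-maximal effect; plate controls were vehicle for no effect and positive control for full effect; nearly all actives have a fitted effect of over 50% in size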
WRN inhibitor: blocks human WRN helicase | Q14191 | WRN helicase unwinding, fluorescent forked duplex, kinetic | Potency, µM (doses to about 114 µM), without a hit: at the top dose activity change, negative = inhibition, hits mostly inhibitors | 0.46% of 360,000 active; note: potency is the fitted concentration of half-maximal effect; % is set by controls: 0 for no effect and ±100 for the full control effect; nearly all actives have a fitted effect of over 55% in size
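Fluorescence dequenching readout, ex 525 nm/em 598 nm, kinetic mode: forked duplex DNA (100 nM final) with adjacent fluorophore and quencher unwound by WRN (20 nM final) with 2 mM ATP. Compound preincubation 15 min, room temperature.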
EPAC1 agonist: EPAC1 (human) agonism; O95398; EPAC1 agonist qHTS, biochemical assay; response scale: 100% = response to 6.5 mM cAMP; Potency, µM (top dose mostly 154 µM), for the others: top-dose activation, usual class: activators; 0.073% of 360,000 active; note: potency is the fitted concentration of half-maximal effect; nearly all actives have a fitted effect of over 60% in size
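Nucleotide exchange by EPAC1 (100 nM) on Rap1B–BODIPY-GDP (250 nM) in the presence of 50 uM GDP is tracked fluorescently at 480/540 nm over 30 min. Signals are normalized to a 6.5 mM cAMP control.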
PI5P4K alpha inh: blocks human PI5P4K alpha kinase activity; max response, %; PI5P4Kalpha enzyme, ADP-Glo luminescence, 60 min; hits give low values; 1.2% of 330,000 active; AID 652105; active = max response of -50% or lower; inconclusive = between -30% and -50%; inactive = -30% or higher; note: value at the top dose of about 77 µM; % is set by controls: 0 for no effect and ±100 for the full control effect
Target sequence (P48426 whole entry, looked up): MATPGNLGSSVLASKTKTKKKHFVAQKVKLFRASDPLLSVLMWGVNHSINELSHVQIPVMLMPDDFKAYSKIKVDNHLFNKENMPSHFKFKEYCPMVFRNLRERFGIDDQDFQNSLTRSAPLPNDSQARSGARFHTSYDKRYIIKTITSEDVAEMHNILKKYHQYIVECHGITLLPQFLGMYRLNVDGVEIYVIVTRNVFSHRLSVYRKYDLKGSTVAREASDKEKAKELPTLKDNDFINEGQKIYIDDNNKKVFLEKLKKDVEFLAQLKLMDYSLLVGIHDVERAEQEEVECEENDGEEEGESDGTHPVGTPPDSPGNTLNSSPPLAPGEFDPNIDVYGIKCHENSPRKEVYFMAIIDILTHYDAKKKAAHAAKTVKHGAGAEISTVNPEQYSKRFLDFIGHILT
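Reactions run in 0.038 M HEPES pH 7.4, 0.28 mM EGTA, 0.1% CHAPS and 5% DMSO, with PI5P4Kalpha, substrate, compound and 5 microM ATP final, one hour at room temperature. Readout is ADP-Glo luminescence.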
Mm-Cpn inhibitor: blocks the Methanococcus maripaludis chaperonin Mm-Cpn | purified Mm-Cpn ATPase, ADP Transcreener TR-FRET | Potency, µM (highest dose often 76.9 µM), without a hit: at the highest dose activity, negative = inhibition, usual class: inhibitors | 0.031% of 330,000 active | AID 504842; note: potency is the fitted concentration of half-maximal effect; % is set by controls: 0 for no effect and ±100 for the full control effect; nearly all actives have a fitted effect of over 80% in size
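Purified archaeal Mm-CPN (25nM final) preincubated 10 min at 37degC with compound, then 10uM ATP for 30 min at 37degC; ADP measured by HTRF Transcreener TR-FRET; buffer 30 mM TRIS pH 7.4, 100mM KCl, 5mM MgCl2, 1mM DTT.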
Starred values were filed as active, the others as inactive; ? = inconclusive; nt = no result given; [ ] = another dose, or the depositor's remark. Unless noted, calls come from the whole dose curve; as a rule, active = well fitted curve in the direction sought with a large enough effect; inconclusive = small, poorly fitted or top-dose-only effect, or another doubt; inactive = no such curve, though single readings can be large; an effect the other way counts as inactive or inconclusive. Only part of the results is shown (hit frequency here may not be typical).

canonical_smiles,CCT modulator,WRN inhibitor,EPAC1 antag,EPAC2 antag,EPAC1 agonist,PLK1 PBD block,Mm-Cpn inhibitor,PI5P4K alpha inh
COc1ccc(NC(=O)N(C)C[C@H]2Oc3ccc(NC(=O)Nc4c(C)noc4C)cc3C(=O)N([C@H](C)CO)C[C@H]2C)cc1,-0.9,-4%,1%,11%,-11%,-3%,1%,-3
CCOc1cc(/C=C2\NC(=S)N(C)C2=O)ccc1OCc1ccc(C(=O)O)cc1,-0.3,-16%,-28%,20%,-11%,?,-2%,-5
O=C(N/C(=C/c1ccccc1)C(=O)N1CCCCC1)c1ccco1,-1.1,-3%,23%,3%,-6%,-8%,-6%,-1
CC(=O)NC(CC(=O)NCC(=O)Nc1ccc(F)c(F)c1)c1ccccc1 (stereo not given),-0.8,7%,14%,8%,-1%,-2%,-2%,7
Cc1cccc(OCC(=O)NNC(=O)c2ccc([N+](=O)[O-])cc2)c1,-0.7,0%,7%,4%,-6%,5%,1%,-3
COc1ccc(/C=N/NS(=O)(=O)c2ccc(C)cc2)cc1OC(=O)c1ccccc1,-1.5,-34%[57.1 µM],-11%,-4%,21%,-9%,nt,-3
CCS(=O)(=O)N1CCN(C(=O)c2ccccc2[N+](=O)[O-])CC1,2.9,5%[57.1 µM],-4%,1%,-3%,-3%,-6%,13
COc1ccccc1C(CNC(=O)CNC(=O)c1ccc(C)c(C)c1)N1CCCC1 (stereo not given),-1.5,9%,-6%,-7%,-1%,-12%,-1%,4
S=C(Nc1ccccc1)N1N=C(c2cccs2)CC1c1cccs1 (stereo not given),0.2,-9%,-1%,-6%,-1%,12µM*,?,-6
Cc1ccc(NC(=S)NNC(=O)c2ccccc2OC(F)F)cc1,-1.5,0%,-5%,-3%,7%,-24%,-3%,nt
Cc1ccccc1-c1nc(NC(C)C)nc2cc(-c3ccccc3)sc12,0.3,2%,-11%,-1%,-12%,-6%,nt,8
O=C(CCCCn1c(=O)c2ccccc2n(CC(=O)NC2CCCC2)c1=O)NCc1ccco1,-1.2,-13%,9%,20%,7%,-2%,0%,6
CCOC(=O)[C@H]1[C@H]2COc3ccc(OC)cc3[C@@H]2N2C(=O)c3cc(C)ccc3NC(=O)[C@@]12C,-0.9,3%,-20%,-7%,-4%,-5%,-2%,-2
Cc1ccc(CN(C(=O)Cc2cccs2)C(C(=O)NC2CCCC2)c2ccncc2)cc1 (stereo not given),-0.8,4%,0%,9%,10%,-17%,0%,1
CCOC(=O)c1ccccc1NC(=O)Cn1cnc2c(cnn2-c2ccc(OC)cc2)c1=O,-1.9,7%,1%,-1%,-1%,-1%,nt,nt
O=C1CC(C(=O)N2CCN(Cc3ccccc3)CC2)CN1Cc1ccccc1 (stereo not given),0.9,-5%,-7%,5%,7%,3%,-1%,0
CCCN1C(=O)/C(=C/c2ccncc2)SC1=S,-2.8,-32%[57.1 µM],-18%,4%,9%,-17%,2%,3
COc1ccc(N2CCN(C(C)C(=O)N3CC(C)OC(C)C3)CC2)cc1 (stereo not given),-1.7,-32%,14%,1%,-1%,-14%,-3%,3
O=C(OCc1nnc(-c2ccccc2)o1)C1CC(=O)N(Cc2ccco2)C1 (stereo not given),0.3,-9%,5%,13%,9%,-19%,-3%,8
O=c1[nH]c2cc3c(cc2cc1C(c1nnnn1C1CCCCC1)N1CCSCC1)OCCO3 (stereo not given),0.3,-7%,10%,9%,-10%,-7%,1%,nt
OC[C@@H]1[C@@H](c2ccc(F)cc2)C(c2ccccc2)=NN1c1ccccc1,3.6,-9%,-5%,?,-6%,-25%,-23%,7
CCN(CC)C(=O)c1ccc(Nc2nnc(C)c3ccccc23)cc1,0.7,-16%,6%,-5%,5%,-1%,0%,nt
O=C(COC(=O)Cc1ccc(S(=O)(=O)N2CCOCC2)s1)NCCc1ccccc1,-3.0,?,-12%,-1%,8%,-3%,-2%,nt
CCN(Cc1ccccc1)C(=O)CSc1ncn[nH]1,-1.7,-11%,7%,18%,15%,-13%,1%,2
CCOC(=O)Cc1csc(NS(=O)(=O)Cc2ccccc2)n1,-1.6,0%,0%,5%,0%,-24%,2%,8
Cc1ccc(C)c(S(=O)(=O)NCCN2CCOCC2)c1,-31*,-1%,3%,1%,2%,3%,-1%,5
CCOc1ccc2oc(C(=O)N(Cc3nnc(-c4ccccc4Cl)o3)C3CC3)c(C)c2c1,-4.6,-2%,-9%,1%,3%,3%,-20%,-2
CC(C)(C)c1cc(CN2CCOCC2)c(C(=O)O)o1,0.9,-6%,0%,-1%,0%,-6%,1%,9
CCCCC(=O)Nc1nnc(S(=O)(=O)N(CC)c2ccccc2)s1,-0.8,-1%,-8%,-5%,-4%,0%,-3%,1
COc1ccc(C2NC(C(=O)O)CS2)cc1COCC(F)(F)F (stereo not given),-0.1,-5%,-3%,-4%,10%,0%,2%,nt
CN(CC(=O)Nc1cccc(S(=O)(=O)NC2=NCCC2)c1)Cc1cccc(F)c1,-2.3,-6%,-6%,1%,-1%,-10%,1%,-7
COc1ccc(CNC(=O)COC(=O)c2cc(S(=O)(=O)N3CCOCC3)ccc2O)cc1OC,0.1,-3%,5%,0%,-1%,-5%,2%,-5
CCCC(CCC(=O)Nc1cc([N+](=O)[O-])ccc1O)C(=O)O (stereo not given),0.9,-5%,-21%,-13%,12%,-13%,-4%,6
CCCCCOc1ccc(C(=O)NC(C(=O)O)C(C)C)cc1 (stereo not given),2.1,0%,14%,8%,1%,0%,0%,nt
COC(=O)C(C)Oc1ccc(-c2nccc(-c3ccccn3)n2)cc1 (stereo not given),1.1,3%,-15%,-2%,15%,?,1%,2
CCCCCCn1c(N(CC)CC)nc2c1c(=O)[nH]c(=O)n2C,-0.6,-1%,0%,-3%,14%,1%,0%,3
Cc1ccc(/C=N/NC(=O)c2nnn(-c3nonc3N)c2CNc2ccccc2)cc1,0.5,-2%,21%,3%,3%,19µM*,0%,-20
Cc1nc(N2CCCC2)c2nnn(Cc3ccccc3Cl)c2n1,0.5,-10%,22%,6%,-6%,-2%,1%,nt
COc1ccc(-c2nnc(SCC(=O)Nc3cccc(Cl)c3)o2)cc1,-2.8,0%,-13%,-8%,3%,-9%,-4%,nt
COc1ccc(C)cc1S(=O)(=O)N1CCC(C)CC1,-4.6,5%,9%,-4%,7%,-9%,2%,nt
COC(=O)C1=C(C)NC(=O)CC1c1ccccc1 (stereo not given),1.1,-2%,0%,-2%,12%,-6%,-3%,7
O=C1NC(c2ccccc2)C(c2ccccc2)N1 (stereo not given),1.0,2%,4%,-2%,1%,1%,nt,17
CCn1cnc2c1c(=O)n(CC(=O)O)c(=O)n2Cc1ccccc1,1.6,4%,14%,-5%,11%,-13%,6%,1
CC(=O)CCn1cc([N+](=O)[O-])nc1C,0.3,-26%,0%,2%,2%,-10%,-2%,-2
O=C(CSc1nc2c(sc3ccccc32)c(=O)n1Cc1ccco1)NCC1CCCO1 (stereo not given),-2.0,-8%,-14%,0%,5%,0%,1%,5
O=C(COC(=O)Cc1cccs1)Nc1ccc(OC(F)(F)F)cc1,-4.3,12%,-14%,-13%,-3%,-14%,1%,-3
C=CCc1cc(C)ccc1OCCn1ccnc1,1.2,3%,-9%,0%,2%,-24%,-6%,-1
CCOc1ccccc1Nc1nc(-c2sc(NC(=O)c3cccc(Cl)c3)nc2C)cs1,-0.7,-3%,-21%,14%,10%,?,-8%,?

Full records from above. Values in the order: CCT modulator	WRN inhibitor	EPAC1 antag	EPAC2 antag	EPAC1 agonist	PLK1 PBD block	Mm-Cpn inhibitor	PI5P4K alpha inh
`O=C(CSc1nc2c(sc3ccccc32)c(=O)n1Cc1ccco1)NCC1CCCO1` (stereo not given) is entered as -2.0	-8%	-14%	0%	5%	0%	1%	5
`CCOc1ccccc1Nc1nc(-c2sc(NC(=O)c3cccc(Cl)c3)nc2C)cs1` is entered as -0.7	-3%	-21%	14%	10%	?	-8%	?

(next part)
canonical_smiles,CCT modulator,WRN inhibitor,EPAC1 antag,EPAC2 antag,EPAC1 agonist,PLK1 PBD block,Mm-Cpn inhibitor,PI5P4K alpha inh
Cc1nc(Nc2nc3ccccc3o2)nc(C)c1C,1.8,-7%,-6%,6%,-10%,30µM*,-1%,5
CC1(C(=O)O)CCC(C(=O)Nc2cccc(F)c2)C1(C)C (stereo not given),-0.6,-6%,-9%,2%,7%,-3%,-1%,6
CCOc1ccc(OCC(=O)Nc2ccc(S(N)(=O)=O)cc2)cc1,1.2,-2%,?,-5%,2%,-4%,0%,1
CC(=O)NC(C)(c1ccccc1)c1nc(-c2ccc(S(C)(=O)=O)cc2)cs1 (stereo not given),0.4,2%,6%,-5%,-2%,-6%,nt,-20
COc1ccc(OCCNC(=O)Nc2cc(F)c(F)cc2Cl)cc1,-2.6,-3%,-5%,2%,-3%,-10%,-5%,5
COc1ccc(O)c(/C=N/Nc2nc(C)cc(-c3ccccc3)n2)c1,-0.1,-18%,?,-5%,14%,2%,nt,19
COc1ccc(Cl)cc1NC(=S)NN1CCOCC1,-0.9,-7%,-9%,2%,-2%,0%,5%,5
c1ccc2c(c1)[nH]c1nc3nncn3nc12,-5.4,?,-19%,-11%,8%,-10%,2%,nt
CCOC(=O)c1cccc(NC(=O)CNS(=O)(=O)c2cccs2)c1,-4.2,2%,-4%,1%,10%,-6%,-1%,nt
COc1ccccc1N(CC(=O)Nc1ccccc1C(=O)NC(C)C)S(C)(=O)=O,-3.0,8%,10%,12%,3%,-4%,2%,-1
O=C(c1oc(=O)c2ccccc2c1-c1ccccc1)N1CCN(C2CCCCC2)CC1,0.2,-4%,-27%,-15%,-4%,-6%,3%,-13
CCN(CC)c1ccc(CNc2nc3ccccc3n2CCN2CCOCC2)cc1,3.5,-4%,-24%,2%,3%,-5%,-2%,1
C[C@H](NC(=O)c1[nH]cnc1C(=O)Nc1ccccc1)c1ccccc1,-2.4,-10%,-9%,-9%,-6%,-6%,-1%,12
O=C(NC(Cc1ccccc1)C(=O)O)/C(=C/c1cccc(Br)c1)NC(=O)c1ccco1 (stereo not given),0.4,-10%,-14%,1%,-7%,-13%,2%,2
